# Lipid storage S3 = qHTS Assay for Lipid Storage Modulators in Drosophila S3 Cells | AID 2685, 2010 | Drosophila S3 cells, BODIPY lipid droplet fluorescence, 18-24 h; cells fed with added oleic acid | lipid storage change, negative = inhibition, % at the top dose, mostly 46.1 µM; hits show Potency in µM | 320,000 tested, 0.64% active; active means well fitted inhibition curve with a large enough effect in the signal ratio, with a control signal flat, not every such curve was filed as active; inconclusive means small, poorly fitted or top-dose-only effect, or effect the other way, or a change in a side signal; the % refers to the signal ratio
#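 Drosophila S3 cells loaded with oleic acid (400 uM, as added) and compounds at several concentrations; lipid droplets imaged by 488-nm laser-scanning cytometry, 500–530 nm intensity and object ratio to cell channel. Percent activity normalized to 20 uM Triacsin C.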
# Lipid storage S3 cell count max = also measured in Lipid storage S3; calls as there; cell number change, %; measured here: cell count max response;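 cells counted by Cell Tracker Red CMTPX staining in the red channel; peak over a dose series mostly up to 46.1 µM; percent activity relative to internal control wells on each plate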
# * = called active by the depositor; i = inactive; ? = inconclusive; . = not tested or not shown; [ ] = remark or other dose. On the % scale 0 is the no-effect control and ±100 the full control effect; potency means the concentration at half of the fitted maximal effect. A portion of the library; count on the stated rates, not on these rows.
# Under each structure – Lipid storage S3 | Lipid storage S3 cell count max
Cc1[nH]nc2c1C(c1ccsc1C)C(C#N)=C(N)O2 (stereo not given)
 : ? | .
O=C(N=C1SC2CS(=O)(=O)CC2N1c1ccc(Br)cc1Cl)C1CC1 (stereo not given)
 : i | -3.8
Cc1nc2ccc(F)cc2cc1C(=O)Nc1cccc(Cl)c1C
 : ? | .
CC1CCCCC1NC(=O)CCNS(=O)(=O)c1cc(Br)cnc1N (stereo not given)
 : 11.1% | .
O=C(NC1CC1)C1CCN(C(=O)c2ccc(Cl)cc2)CC1
 : ? | .
c1ccc(CCn2nnnc2C(c2cccnc2)N2CCN(c3ccccc3)CC2)cc1 (stereo not given)
 : ? | .
c1ccc(SCCOCCN2CCc3ccccc3C2)cc1
 : 4.6% | 16.6
O=c1cc(C(F)(F)F)[nH]c(=O)n1C1CCCCC1
 : ? | .
CCN(C(=O)COC(=O)c1cc(-c2ccc3cc(OC)ccc3c2)nc2ccccc12)C1CCS(=O)(=O)C1 (stereo not given)
 : ? | .
O=C(O)c1cccc(NS(=O)(=O)c2cc(S(=O)(=O)c3ccc(Cl)cc3)ccc2Cl)c1
 : -10.9% | 17.8
CS(=O)(=O)N(CCC#N)Cc1ccc(C=O)o1
 : ? | .
Cc1noc(C)c1S(=O)(=O)Nc1ccc(C(=O)Nc2ccc(OC(F)(F)F)cc2)cc1
 : ? | .
CCCn1ncc(CN2CCC(CO)(CC3CCCCO3)CC2)c1C (stereo not given)
 : 1.4% | .
COc1ccc(C(=O)Nc2ccccc2C(=O)N/N=C/c2ccccc2OC)cc1
 : ? | .
Cn1c(=O)c2c(ncn2CC(=O)Nc2ccc(N3CCOCC3)cc2)n(C)c1=O
 : ? | .
O=C(CCS(=O)(=O)c1ccccc1)Nc1nc(-c2cccs2)cs1
 : ? | .
O=C(NCCc1ccc2c(c1)OCCO2)c1cccc(S(=O)(=O)N2CCCC2)c1
 : i | -17.5
CN1C[C@@H]2C(c3ccccc3)C3(c4ccccc4)CC2(C3)[C@H]1c1ccccc1 (stereo not given in full)
 : ? | .
O=C(c1ccccc1[N+](=O)[O-])N1CCN(c2ccc(N3CCOCC3)nn2)CC1
 : ? | .
CC1=CC(C)(C)N(C(=O)c2ccccc2)c2ccccc21
 : 10.5% | 12.5
CN(C)N1C(N)=C(C#N)C(c2ccc(F)cc2)C2=C1CC(C)(C)CC2=O (stereo not given)
 : i | 22.2
CN(C)Cc1nc2ccccc2c(=O)n1Cc1nc(-c2cc3ccccc3o2)cs1
 : -15.8% | -5.9
Cc1ccc(CN2CC(C(=O)N3CCN(S(=O)(=O)c4ccc(C(C)C)cc4)CC3)CC2=O)cc1 (stereo not given)
 : ? | .
CC(=O)N(/N=C1\Sc2ccccc2C1=O)c1ccc(C)cc1C
 : ? | .
CCc1ccc(OCc2nc(-c3ccccn3)no2)c(Br)c1
 : i | .
COc1cccc(C(=O)O/N=C(\N)c2ccc([N+](=O)[O-])cc2)c1OC
 : 20.9% | -5.6
Cn1cccc1/C=N/NC(=O)CSc1nc2ccccc2[nH]1
 : 15.8% | 5.5
COc1ccc(C(=O)OCC(=O)Nc2ccc3[nH]c(=O)[nH]c3c2)cc1
 : ? | .
CCOc1ccc(N(CC(=O)Nc2ccccc2C(=O)N2CCOCC2)S(=O)(=O)c2ccc(F)cc2)cc1
 : -8.1% | -19.5
COc1ccccc1CN1C(=O)[C@@H]2C(CC(N)=O)NC3(C(=O)Nc4c3ccc(Cl)c4C)[C@@H]2C1=O (stereo not given in full)
 : 9.9% | -1.1

# Sorted by length of the SMILES (low to high): part of the list above.
# Under each structure – Lipid storage S3 | Lipid storage S3 cell count max
O=c1cc(C(F)(F)F)[nH]c(=O)n1C1CCCCC1
 : ? | .
CCCn1ncc(CN2CCC(CO)(CC3CCCCO3)CC2)c1C (stereo not given)
 : 1.4% | .
CC1CCCCC1NC(=O)CCNS(=O)(=O)c1cc(Br)cnc1N (stereo not given)
 : 11.1% | .
COc1ccc(C(=O)OCC(=O)Nc2ccc3[nH]c(=O)[nH]c3c2)cc1
 : ? | .
CN(C)N1C(N)=C(C#N)C(c2ccc(F)cc2)C2=C1CC(C)(C)CC2=O (stereo not given)
 : i | 22.2

# (cont.)
# Under each structure – Lipid storage S3 | Lipid storage S3 cell count max
O=C(/C=C/NCc1cccnc1)c1ccc(-c2ccccc2)cc1
 : 5.8% | -14.3
Cc1cc(N2CCOCC2)nc2ccc(NC(=S)N3CCCCC3C)cc12 (stereo not given)
 : 6.5% | 7.6
O=C(N/N=C/c1ccccc1O)c1ccncc1
 : 11.1% | 3.4
COc1ccc2oc(=N)c(C(=O)NCc3ccccc3)cc2c1
 : -29.1% | 8.5
Cc1cccc(C(=O)O/N=C(\c2ccccc2)c2cccnc2)c1
 : -10.8% | -5.0
O=C(O)C1CCN(C(=O)c2ccc3c(c2)OCO3)CC1
 : 2.2% | .
CCOC(=O)c1ccc(NC(=S)N(CCCN2CCN(C)CC2)Cc2cccs2)cc1
 : ? | .
COCCCN(C(=O)CSCc1ccc(C)cc1)c1c(N)n(Cc2ccccc2)c(=O)[nH]c1=O
 : ? | .
Cc1ccc(SCCC(=O)Nc2ccccc2C(=O)NC2CCCCC2)cc1
 : ? | .
Cc1noc(C)c1COc1ccc(C(=O)OCC(=O)NC(=O)C2COc3ccccc3O2)cc1 (stereo not given)
 : 10.7% | -0.4
CCCCn1nc(C(=O)N[C@@H](CCSC)c2nc3ccccc3[nH]2)c2ccccc2c1=O
 : 17.0% | -17.3
O=C(/C=C/c1ccccc1)C1=C(O)C(=O)N(CCO)C1c1ccc2c(c1)OCO2 (stereo not given)
 : 13.8% | 15.4
Cc1ccc(S(=O)(=O)N2CCN(CC(=O)N3CCOCC3)CC2)cc1
 : -3.9% | -6.3
c1ccc(CCc2nc3ccccc3[nH]2)cc1
 : -11.5% | 6.6
COc1ccc([C@H]2CC(=O)C=C(c3ccccc3)C2)cc1OC
 : ? | .
N/C(=N\OC(=O)Cc1ccc(-c2ccccc2)cc1)c1cccnc1
 : ? | .
COc1cccc(NC(=O)c2sc(NC(=O)c3ccncc3)nc2C)c1
 : -1.5% | 0.1
Cc1ccc(NC(=O)CSCC#N)cc1Cl
 : 20.4% | 15.8
Cc1ccc(C(=O)NNC(=O)c2ccc(S(=O)(=O)N3CCOCC3)cc2)cc1
 : -19.9% | 13.5
CC(CCOC1=NS(=O)(=O)c2ccccc21)NC(=O)C(=O)Nc1ccccc1 (stereo not given)
 : 18.3% | -1.9
C/C(N)=C(/C#N)C(=O)COC(=O)c1cc(C)n(-c2ccc(F)cc2)c1C
 : ? | .
COc1ccc(NS(=O)(=O)c2cccc(C(=O)NCC(c3ccco3)N(C)C)c2)cc1 (stereo not given)
 : ? | .
Clc1nc2ccccc2cc1/C=N/Nc1nc2ccccc2[nH]1
 : ? | .
CS(=O)(=O)N1CCC(NC(=O)Cc2ccccc2)CC1
 : i | -8.3
Cc1cc(C)c(NC(=O)CNC(=O)Cc2ccc(S(=O)(=O)N3CCOCC3)s2)c(C)c1
 : ? | .
Cc1ccc(-c2nc3ccccc3[nH]2)cc1NC(=O)c1sc2ccccc2c1Cl
 : -14.2% | 23.0
C=CCOn1c(=O)c(C)[n+]([O-])c2ccccc21
 : i | 4.7
O=C(COC(=O)c1ccncc1)Nc1cc(S(=O)(=O)N2CCOCC2)ccc1Cl
 : -13.9% | -8.1
O=C(CSc1nnc(CNC(=O)c2ccco2)o1)Nc1ccc(F)cc1
 : ? | .
O=C(CCNC(=O)N1CCn2c1nc1ccccc12)NCc1ccccc1Cl
 : ? | .
CCCn1c(NC(=O)c2ccccc2Br)nc2ccccc21
 : ? | .
Cc1ccsc1C(=O)NCc1ccccc1Cl
 : ? | .
Cn1c(=O)c2c(ncn2CC(=O)N(Cc2ccccc2)c2ccccn2)n(C)c1=O
 : i | -4.6
CC(C)(C)OC(=O)N1CCC[C@H]1c1nnc(SCc2ccc(Cl)cc2Cl)o1
 : ? | .
CCC(=O)NC(=S)Nc1ccc(NC(=O)COc2ccccc2)cc1
 : -14.4% | 1.4
Cc1ccccc1C(=O)Nc1ccc(C(=O)N/N=C/c2ccc(O)cc2)cc1
 : ? | .
CC(=O)/C(C=Nc1noc(C)c1Br)=C(\C)O
 : -1.5% | -7.0
Nc1nnnn1CC(=O)N/N=C/c1ccccn1
 : ? | .
CCOC(=O)N1CCC(NC(=O)C2=CCN(S(=O)(=O)c3ccc(OC)cc3)CC2)CC1
 : -10.8% | 11.9
COc1ccc(CC(=O)Nc2cccc(C(=O)Nc3cccc(C)c3)c2)cc1
 : -7.2% | 11.6
CCC1C(=O)NCCN1Cc1nc(-c2ccc(C)s2)oc1C (stereo not given)
 : -20.8% | -2.5
O=C1CSCN1c1cc(Cl)ccc1Cl
 : ? | .
CS(=O)(=O)c1cccc(-c2nnc(NC(=O)C3=COCCO3)o2)c1
 : -10.4%[0.0737 µM] | 4.0
CNC(=S)N1N=C(c2ccc(C)cc2)CC1c1ccc(N(C)C)cc1 (stereo not given)
 : 21.3% | -15.4
c1ccc(OCCOc2cccc3cccnc23)cc1
 : ? | .
CC(=O)c1ccc(N2CCN(c3ccc(C(F)(F)F)cn3)CC2)cc1
 : -6.7% | 3.1
O/N=C/c1ccccc1Oc1ccc(Cl)cc1
 : -10.5% | -15.1
COCCSc1nc(N)c2c3c(sc2n1)CN(C)CC3
 : 3.4% | -11.4
Cc1nnc(SCC(=O)NC23CC4CC(CC(C4)C2)C3)n(N)c1=O
 : ? | .
COc1ccc(OCC(=O)NNC(=O)c2ccccn2)cc1
 : -8.0% | -20.7
CSc1nnc(-c2cnccn2)n1CCCN1CCCC1=O
 : ? | .
Cc1nnc(-c2cnn(C)c2N)n1Cc1cccc(Cl)c1
 : ? | .
CCCn1c(=O)c(C(=O)NNC(=O)c2cccc([N+](=O)[O-])c2)c(O)c2ccccc21
 : -16.8% | -2.3
Cc1ccc(Cn2nc3c4cc(F)ccc4n(Cc4ccc(F)cc4)cc-3c2=O)cc1
 : ? | .
O=C(O)C1CCN(C(=O)COc2ccc3c4c(c(=O)oc3c2)CCC4)CC1
 : ? | .
CCOC(=O)CSc1nc2ccccc2c(=O)n1Cc1ccco1
 : 16.8% | -2.6
CCCNC(=O)NC(=O)COC(=O)c1oc2ccc(OCC)cc2c1C
 : -19.5% | .
O=C(O)C1CSC(c2ccc(O)c([N+](=O)[O-])c2)N1 (stereo not given)
 : ? | .
COc1cc(NC(=O)c2ccc3c(c2)OCO3)ccc1NC(=O)c1cccs1
 : 4.7% | -12.1
Cc1ccc(C(=O)CC(C(=O)O)n2cccn2)cc1 (stereo not given)
 : 0.8% | 4.3

# Pulled one by one from above, 3 records:
# Under each structure – Lipid storage S3 | Lipid storage S3 cell count max
Cc1nnc(-c2cnn(C)c2N)n1Cc1cccc(Cl)c1
 : ? | .
COc1cc(NC(=O)c2ccc3c(c2)OCO3)ccc1NC(=O)c1cccs1
 : 4.7% | -12.1
CSc1nnc(-c2cnccn2)n1CCCN1CCCC1=O
 : ? | .

# Following part:
# Under each structure – Lipid storage S3 | Lipid storage S3 cell count max
Cc1cccc(OCC(=O)O/N=C(\N)c2ccccn2)c1C
 : -9.7% | -6.5
O=S(=O)(/C=C/c1ccccc1)N1CCN(c2cccc(Cl)c2)CC1
 : i | .
CNc1nc(SC(C)C(=O)Nc2ccc(Cl)c(Cl)c2)nc(N2CCOCC2)n1 (stereo not given)
 : ? | .
CC1CC(C)CN(C(=O)CCc2nnc3ccc(N4CCCCC4)nn23)C1 (stereo not given)
 : ? | .
CCOC(=O)N1CCC(N2Cc3cccc(C(=O)Nc4ccc(F)cc4)c3C2=O)CC1
 : -7.0% | -9.9
COc1cc(Cl)c(CN2CCC(CO)(CCOc3ccccc3)CC2)cc1OC
 : -9.5% | 3.2
CCOC(=O)Cc1csc(N/N=C\c2cccc(Br)c2)n1
 : -10.6% | -24.1
COC(=O)c1ccc(CSc2nnc(CNC(=O)COc3ccc(Cl)cc3)o2)o1
 : -6.2% | 11.9
CCCOC(=O)C(C)n1c(-c2ccccc2)nc2ccccc2c1=O (stereo not given)
 : ? | .
CCOC(=O)C1(Cc2ccccc2C(F)(F)F)CCN(C(C)CCn2cccn2)CC1 (stereo not given)
 : -20.7% | .
COc1cc(C(=O)NNC(=O)c2ccco2)cc(OC)c1OC
 : ? | .
CC(C)NC(=O)c1ccccc1NC(=O)C(C)Oc1ccccc1 (stereo not given)
 : 2.2% | 7.0
Cc1cc(N=Nc2ccc(C)c(N=Nc3cc(C)c(N)cc3N)c2)c(N)cc1N
 : ? | .
O=C(Oc1c(CN2CCOCC2)cc(Cl)c2cccnc12)c1ccccc1Cl
 : ? | .
COC(=O)c1ccccc1NC(=O)/C=C/c1cc(OC)c(OC)c(OC)c1
 : ? | .
CC1Cc2ccccc2N1C(=O)C1CCCN(S(=O)(=O)c2cccc3nsnc23)C1 (stereo not given)
 : ? | .
CC(C)CC(NC=C1C(=O)OC(C)(C)OC1=O)C(=O)O (stereo not given)
 : 2.7% | .
Cc1ccn(CC(=O)N2CCCC(N3CCN(c4cccc(Cl)c4)CC3)C2)n1 (stereo not given)
 : i | 14.6
CC(=O)Nc1ccc(NC(=O)C/C(C)=N/NC(=O)c2cccc3ccccc23)cc1
 : ? | .
COc1ccc(S(=O)(=O)NCCC(=O)NCc2ccc(F)cc2)cc1
 : ? | .
Cc1ccc2cc(CCNC(=O)Cc3cccs3)c(=O)[nH]c2c1
 : ? | .
CCOC(=O)c1c(N2C(=O)C3C4C=CC(C4)C3C2=O)sc2c1CCC(C)C2 (stereo not given)
 : -20.9% | -2.3
CN(C)/C=N/C(=S)Nc1ccc(Cl)cc1Cl
 : 24.0% | 23.2
O=C(c1cccc([N+](=O)[O-])c1)N1CCN(c2ccc(Cl)cc2)CC1
 : ? | .

# Compound activity deposited in PubChem by National Center for Advancing Translational Sciences (NCATS).
